# SKBR3 24h inh = SK-BR-3 proliferation inhibitors, primary screen, cell-based, human, 24 h; SK-BR-3 viability, CellTiter-Glo ATP luminescence; hits give low values; viability, % at 10 µM; 0.47% of 41,000 active; AID 847, 2007;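 active means viability at or below the median of all test compounds minus 3 SD, in both replicates if run twice, cut at about 45% in these data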;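 further: 100% = median untreated cell wells and 0% = median positive control drug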
# An asterisk follows results filed as active.
SMILES,SKBR3 24h inh
COc1cc(C2NC(=O)NC(C)=C2C(=O)OCc2ccc(C)cc2)cc(OC)c1O (stereo not given),110
Cc1[nH]c(=S)[nH]c(=O)c1Cc1ccccc1,88
CCCOC(=O)c1ccc(NC(=O)c2ccoc2C)cc1,90
Cn1nnnc1SCCNCc1cccnc1,104
CC(C)c1cc(C(F)(F)F)n2nc(C(=O)Nc3ccc4c(c3)OCO4)cc2n1,89
COc1ccc(CCNc2cc(=O)[nH]c(N)n2)cc1,90
C=CCNC(=O)c1ccccc1NC(=O)Nc1ccccc1,87
COc1ccc(Br)cc1-c1noc(-c2ccccc2)n1,67
CCN(CC)C(=O)c1ccc(C)c(Br)c1,87
Cc1occc1C(=O)Nc1cc(C(C)(C)C)on1,104
COc1nc(-c2ccccc2)cc(C(F)(F)F)n1,91
CCCOc1ccc(-c2nnn(CC(=O)OCC)n2)cc1,95
O=C(Nc1ccc(S(=O)(=O)N2CCc3ccccc32)cc1)c1ccc2c(c1)OCO2,91
Cn1c(-c2ccc3c(c2)OCO3)cnc1NCc1ccc(Cl)cc1,69
CS(=O)(=O)NC1c2cccc3cccc(c23)C1Sc1nncn1/N=C/c1ccco1 (stereo not given),86

# The final 10 entries of the section before lead into the next:
SMILES,SKBR3 24h inh
COc1ccc(CCNc2cc(=O)[nH]c(N)n2)cc1,90
C=CCNC(=O)c1ccccc1NC(=O)Nc1ccccc1,87
COc1ccc(Br)cc1-c1noc(-c2ccccc2)n1,67
CCN(CC)C(=O)c1ccc(C)c(Br)c1,87
Cc1occc1C(=O)Nc1cc(C(C)(C)C)on1,104
COc1nc(-c2ccccc2)cc(C(F)(F)F)n1,91
CCCOc1ccc(-c2nnn(CC(=O)OCC)n2)cc1,95
O=C(Nc1ccc(S(=O)(=O)N2CCc3ccccc32)cc1)c1ccc2c(c1)OCO2,91
Cn1c(-c2ccc3c(c2)OCO3)cnc1NCc1ccc(Cl)cc1,69
CS(=O)(=O)NC1c2cccc3cccc(c23)C1Sc1nncn1/N=C/c1ccco1 (stereo not given),86
Cc1ccc(NC(=O)CS(=O)CC(=O)NC2CCN(Cc3ccccc3)CC2)c(C)c1 (stereo not given),82
N=c1oc2c3c4c(cc2cc1C(=O)Nc1ccccc1)CCCN4CCC3,87
CC1(C)Cc2c(c(-c3ccccc3Cl)[nH]c(=O)c2C#N)CO1,88
COc1ccc2oc(-c3ccccc3)c(C(N)=O)c2c1,87
N#Cc1cccc(NC(=O)CC2CCCCC2)c1,89
CCOC(=O)C1CCN(c2ncnc3c2oc2ccc(Cl)cc23)CC1,96
CCOC(=O)C1=C(CNCCc2ccc(Cl)cc2)NC(=O)NC1c1ccc2c(c1)OCO2 (stereo not given),79
CC1(C)Cc2c(C#N)c(OCC(=O)c3ccc(Cl)cc3)nc(-c3ccco3)c2CO1,76
Cc1cc(C)n(-c2nc(-n3nc(C)cc3C)c3c4c(sc3n2)COC(C)(C)C4)n1,84
CC(C)C(c1nnnn1CCc1ccccc1)N1CCN(C(=O)c2ccco2)CC1 (stereo not given),102
O=C(C1CC1)N1CCc2cc(Br)cc(S(=O)(=O)NCCN3CCOCC3)c21,84
CC1CCN(C(=O)c2cccc(S(=O)(=O)N3CCCCC3)c2)CC1,96
CC1(C)CC(O)C(CCC(O)c2ccccc2)C(C)(C)N1 (stereo not given),80
COc1ccc(OC)c(NC2=NC3(CCCC3)N=C(N)N2)c1,89
COc1ccc(-c2noc(-c3ccccc3C(=O)NCc3ccco3)n2)cc1,95
CCC(C)(C)NC(=O)C(OC(=O)c1cc2sccc2n1C)c1ccc(OC)cc1 (stereo not given),83
O=C(Nc1cccc(Br)c1)c1cc2ccccc2o1,87
COC(=O)[C@H](C)NC(=O)NCc1ccco1,80
Cc1ccc(C(=O)O)cc1S(=O)(=O)NCC1CCCO1 (stereo not given),99
COC(=O)[C@H](CCSC)NC(=O)Nc1ccc(OC)cc1,86
Cc1noc(C)c1S(=O)(=O)N(CCc1ccccc1)Cc1ccccc1,76
c1ccc2c(c1)oc1c(Nc3ccc(CN4CCOCC4)cc3)ncnc12,105
CCOC(=O)N1CCN(C(=O)N2CCOCC2)CC1,101
Cc1ccc(-n2c(SCC(N)=O)nnc2-c2ccccn2)cc1C,83
Nc1nc2n(n1)C(c1cccs1)CC(c1ccc(Br)cc1)N2 (stereo not given),134
CN/C(=C/[N+](=O)[O-])NCCSCc1ccc(CN(C)C)o1,82
CCn1c(CSc2nc(C)cc(C)n2)nnc1SCC(=O)N1CCCc2ccccc21,50
COc1ccc(NC(=O)CCNC(=O)Cn2ccc3ccccc3c2=O)c(OC)c1,70
CCOC(=O)c1sc(C)c2c(=O)n(CCCN3CCOCC3)cnc12,86
c1ccc(-c2cc(CSc3nc4ccccc4[nH]3)on2)cc1,87
COc1ccc(CCn2c(=N)c(C(=O)NCc3ccco3)cc3c(=O)n4ccccc4nc32)cc1OC,80
Cc1cc(NC(=O)CCC(=O)N(C2CC2)C2(C(=O)NC3CCCC3)CCC(C)CC2)no1 (stereo not given),115
CCOCc1nnc(NC(=O)CSc2ccccc2)s1,88
Cc1ccc(CS(=O)(=O)CCC(=O)NCC2CCCO2)cc1 (stereo not given),80
O=c1cc(-c2ccccc2)nc2nc(-c3ccco3)[nH]n12,78
CCOC(=O)CNC(=O)CSc1nc(C)cc(C)c1C#N,82
CN(C)C(=O)c1ccc(COc2ccccc2Br)o1,86
Cc1cc(/C=N\O)c(C)n1-c1ccncc1,120
CCCN(C#N)c1nc(NCC)nc(NC(C)C)n1,82
Cn1c2ccccc2c2nnc(SCN3C(=O)c4ccccc4C3=O)nc21,107
COc1ccccc1N1CCN(S(=O)(=O)c2cccc(F)c2)CC1,88
CC(C)(C)c1ccc(OCC(=O)N2CCN(C=O)CC2)cc1,97
Cc1cccc(NC(=O)c2ccccc2C(=O)O)c1,82
Cc1nn2c(c1-c1ccccc1)NC1=C(C(=O)CCC1)C2c1cccnc1 (stereo not given),96
CC1(C)CC(=O)c2cnc(NC(=O)c3ccco3)nc2C1,87
CC1(C)Cc2c(sc3ncn4nnnc4c23)CO1,90
CCC1(C)Cc2ccccc2/C(=C/C(=O)N2CCCCC2)N1 (stereo not given),81
CCCCC(=O)Nc1cccc(-c2nc3ncccc3o2)c1,91
Clc1ccc(Br)cc1-c1nc(-c2ccncc2)no1,98
Nc1nonc1C(=O)OCC(=O)N1CCCCC1,94
COc1cc2nc(C3CCC3)n(NC(=O)C(OC(C)=O)c3ccccc3)c(=O)c2cc1OC (stereo not given),89
Cn1nnc(C(O)CNCc2cccs2)n1 (stereo not given),132
CC1(C)Cc2c(sc3c2c2ncnn2c2nnc(SCC(=O)NCc4ccco4)n32)CO1,104
c1cc(-c2nnc3sc(C4CCCCC4)nn23)ccn1,76
COC(=O)c1cc(NC(=O)C2CC2)cc(C(=O)OC)c1,94
Cn1c(SCc2nn[nH]n2)nc2c1c(=O)n(Cc1ccccc1Cl)c(=O)n2C,100
CCCCOC(=O)C1C2C=CC3(CN(CCc4ccccc4)C(=O)C13)O2 (stereo not given),95
COc1ccc(OC)c(NC(=O)CSc2nnc(-c3ccco3)n2-c2ccc(C(=O)O)cc2)c1,97
Cn1c(C(=O)O)c(CC(=O)NCC2COc3ccccc3O2)c2ccccc21 (stereo not given),52
N#CC1=C(N)SC(N)=C(C#N)C1c1ccoc1,84
# (more compounds)
SMILES,SKBR3 24h inh
O=C(Nc1ccccc1Cl)c1cnccn1,91
CCOc1ccc(N(Cc2cc3ccc(C)cc3[nH]c2=O)C(=O)COC)cc1,90
N#Cc1c(SCC(N)=O)nsc1SCc1ccc(Cl)cc1,83
Cc1sc2nc(SC(C)C)nc(N)c2c1C,98
COC(=O)c1ccccc1N1C(=O)[C@@H]2C(c3ccc(F)cc3)=NO[C@@H]2C1=O,91
COc1ccc(S(=O)(=O)N2Cc3ccccc3CC2C(=O)N2CCOCC2)cc1 (stereo not given),90
C=CCNC(=O)C1CCN(c2nc(C)cc(-c3ccccc3)n2)CC1,108
CC1CCCN(Cc2nc3c(c(=O)n(C)c(=O)n3C)n2CCCc2ccccc2)C1 (stereo not given),95
COc1nc(OC)nc(N2CCC(C(=O)Nc3cccc4ccccc34)CC2)n1,73
O=C(CN(C(=O)CNS(=O)(=O)c1ccccc1)C1CCCC1)NCC1CCCO1 (stereo not given),93
Cc1cc(C)c(OCC(=O)Nc2ccc3c(c2)OCO3)cc1C,91
Cc1noc(C)c1S(=O)(=O)N1CCCC(C(=O)NCc2ccccn2)C1 (stereo not given),81
C(=N\n1cnnc1)/c1ccc2c(c1)OCCO2,83
CC(=O)c1cccc(NC(=O)CCS(=O)(=O)c2cccc3nonc23)c1,81
CN(Cc1ccncc1)C1CC(=O)N(c2ccc(Cl)cc2)C1=O (stereo not given),69
O=C1c2[nH]nc(-c3ccccc3O)c2C(c2ccc(F)cc2)N1CC1CCCO1 (stereo not given),91
OCCCNCc1cccc2ccccc12,90
CCCCc1ccc(S(=O)(=O)Nc2cc(C)on2)cc1,88
COc1ccc(Br)cc1-c1noc(-c2ccccc2F)n1,80
COc1ccc(CN(CC(=O)NCC2CCCO2)C(=O)CCC(=O)Nc2cc(C)on2)cc1 (stereo not given),110
CCOC(=O)c1sc2nc(-c3ccco3)c3c(c2c1N)CC(C)(C)OC3,84
CN(C)C1NC(=O)c2cc(-c3ccccc3)sc2N1 (stereo not given),93
c1ccc(N2CCN(c3ncnc4sc5c(c34)CCC5)CC2)cc1,81
Cc1cc(C)n(CC(O)COCc2ccccc2)n1 (stereo not given),104
Cc1csc(SCCn2c(N3CCN(c4ccccc4)CC3)nc3c2c(=O)[nH]c(=O)n3C)n1,81
CCOC(=O)c1ccc(NC(=O)C(CC)(CC)C(=O)OCC)cc1,94
O=C(c1ccc(Cl)s1)N1CCOCC1,83
COC(=O)c1cn(C(=O)c2ccc(Br)o2)c2ccccc12,93
Cc1nc(N2CCCC2)c2nnn(Cc3ccccc3Cl)c2n1,82
CCC(=O)N1CCN(c2ccccc2NC(=O)COc2cccc(C)c2)CC1,72
CCOCc1nnc(NC(=O)CCc2ccccc2)s1,102
CCCc1cc(=O)[nH]c(SCC(=O)N(CC)Cc2ccccc2)n1,66
Cc1nc(C)c(C(=O)C2=C(O)C(=O)N(CCCn3ccnc3)C2c2ccc(Cl)cc2)s1 (stereo not given),88
CCOc1ccccc1Nc1nnc(SCC(=O)N2CCCC2)s1,85
CCOc1nc(-c2ccc(C)cc2)ccc1-c1noc(-c2cccnc2)n1,102
CC(=O)Nc1cccc(NC(=O)c2sc3ncn(CC(=O)N4CCCCC4)c(=O)c3c2C)c1,107
Cc1nc(SCC(N)=O)[nH]c(=O)c1Cc1ccc(OC(C)C)cc1,106
CC1CCN(CCC(=O)N2CCCc3c2c(=O)oc2ccc(O)cc32)CC1,71
O=C(NCCCn1ccnc1)c1csc2ccccc12,88
COC(=O)C1=C(C)N(c2cc(Cl)cc(Cl)c2)C(=O)C1,104
O=C1NC(c2ccc3c(c2)OCO3)Oc2ccccc21 (stereo not given),68
CCC(C)(C)n1nnnc1C(c1cc2cc(C)cc(C)c2[nH]c1=O)N1CCCC1 (stereo not given),84
Cc1ccc(S(=O)(=O)Cc2cn3cccnc3n2)cc1,90
CCOC(=O)C1=C(C)Nc2ncnn2C1/C=C/c1ccccc1 (stereo not given),96
CCC(=O)N1c2ccccc2NC2=C(C(=O)CC(c3ccco3)C2)C1c1ccco1 (stereo not given),99
CC1CCCN(C(=O)CN2CCN(C(=O)c3ccco3)CC2)C1 (stereo not given),96
CCOC(=O)c1ccc(NC(=O)CC2SC(=NC)N(C)C2=O)cc1 (stereo not given),122
CCOC(=O)C1CCN(c2c(NCc3ccc(C(=O)NCCOC)cc3)c(=O)c2=O)CC1,76
CC(=O)Nc1cc(OC(C)=O)c2nonc2c1OC(C)=O,2.2*
CC(C)COc1ccc(/C(O)=C2/C(=O)C(=O)N(CCN(C)C)C2c2ccncc2)cc1 (stereo not given),84
CC(C)(C)NC(=O)CSc1nsc(SCC(=O)NC(C)(C)C)c1C#N,88
Cc1ccccc1CS(=O)(=O)Cc1ccc(C(=O)NCc2cccnc2)o1,85
COc1ccc(-c2cc(C(F)(F)F)nc(SCC(=O)NCc3ccco3)n2)cc1OC,95
Cc1ccc(C(=O)NCc2ccc3c(c2)OCO3)cc1S(=O)(=O)N1CCOCC1,91
Clc1ccc(OCCCc2nc(-c3cccnc3)no2)c(Cl)c1,83
C=CCSc1nsc(N)n1,102
CNc1nc(-c2ccc(Cl)cc2)cs1,117
CSc1nc2ccc(S(=O)(=O)NC3CCCCC3)cc2s1,73
CC(=O)CCc1ccc(OC(=O)c2cccnc2)cc1,83
c1ccc(-c2cnnc(N3CCCCC3)n2)cc1,93
# Following part.
SMILES,SKBR3 24h inh
COc1ccc(-c2ncncc2-c2csc(C)n2)c(O)c1,81
Cc1cc(C(=O)N2CCN(C(=O)C3CCCO3)CC2)no1 (stereo not given),79
COc1ccc(Cl)c(Cn2c(NCc3ccco3)nc3c2c(=O)n(C)c(=O)n3C)c1,81
COc1ccc2c(c1)CC(C1(O)C(=O)Nc3ccccc31)C2=O (stereo not given),67
CC1(C)CC(=O)C(C=NCc2cccnc2)=C(O)C1,103
COC(=O)c1cccc(S(=O)(=O)N2CCC(C)CC2)c1,86
Cn1c(SCC(=O)NCC2CCCO2)nnc1-c1ccc(S(=O)(=O)N2CCCC2)cc1 (stereo not given),111
O=C(c1ccc(S(=O)(=O)N2CCOCC2)cc1)N1CCc2ccccc2C1,104

# Filtered by structure, those above with a tert-butyl group
SMILES,SKBR3 24h inh
Cc1occc1C(=O)Nc1cc(C(C)(C)C)on1,104
CC(C)(C)c1ccc(OCC(=O)N2CCN(C=O)CC2)cc1,97
CC(C)(C)NC(=O)CSc1nsc(SCC(=O)NC(C)(C)C)c1C#N,88

# Not all compounds are listed (hit frequency here may not be typical).
